Shiga inhibitor: Shiga toxin inhibition; Vero cells, Shiga toxin protein synthesis inhibition reporter; inhibition, % at 38.7 µM; actives 9.2% (n = 290,000); AID 2315; in the data active means inhibition mostly above about 28%, no sharp cut-off; inactive means mostly below about 43%; further: 0% is about no effect
CHX counter: counter-screen for Shiga toxin inhibitors: cycloheximide protein synthesis inhibition | AID 2314 | cell reporter, cycloheximide protein synthesis inhibition counterscreen | actives 12% (n = 300,000) | max response, %; in the data active means max response mostly above about 13%, no sharp cut-off; inactive means mostly below about 14%; further: read at 38.3 µM for the half of the compounds with a filed dose; 0% is about no effect
AmpC no deterg: AmpC beta-lactamase inhibition without detergent; AmpC nitrocefin hydrolysis, absorbance 480 nm, 0.0001% Triton; Potency, µM (doses to about 57.1 µM), without a hit: at the highest dose activity change, negative = inhibition, usual class: inhibitors; actives 0.52% (n = 330,000); AID 485341;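 further: potency means the concentration at half of the fitted maximal effect; plate controls were no compound for no effect and no enzyme for full effect; nearly all actives have a fitted effect of over 20% in size; some results filed as inactive show a strong effect at the top dose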
Target sequence (P00811 whole entry, looked up): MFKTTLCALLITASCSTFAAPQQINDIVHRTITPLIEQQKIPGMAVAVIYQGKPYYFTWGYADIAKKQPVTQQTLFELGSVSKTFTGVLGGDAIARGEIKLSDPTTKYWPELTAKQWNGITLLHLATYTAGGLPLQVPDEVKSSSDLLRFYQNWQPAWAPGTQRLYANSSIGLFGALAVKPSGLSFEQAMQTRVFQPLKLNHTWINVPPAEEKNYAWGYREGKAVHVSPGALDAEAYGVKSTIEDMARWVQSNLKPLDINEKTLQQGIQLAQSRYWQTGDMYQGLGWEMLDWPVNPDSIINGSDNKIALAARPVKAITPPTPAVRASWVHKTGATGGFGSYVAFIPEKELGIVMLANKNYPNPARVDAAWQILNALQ
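20 mM phosphate pH 7.0 + 0.01% (detergent screen) or 0.0001% Triton X-100; 5.3 nM AmpC reagent; cpd preinc 15 min RT; nitrocefin (800 uM stock) to start; A480 q20 s × 4 min; Activity was normalised to no-enzyme and no-compound control wells.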
LmPK inh: LmPK (Leishmania mexicana) enzyme inhibition. actives 0.37% (n = 290,000). AID 1721. Q27686. purified LmPK, Kinase-Glo ATP luminescence, 1 h. Potency, µM (series often up to 57.5 µM), for the others: at the highest dose activity change, negative = inhibition, usual class: inhibitors; further: potency means the concentration at half of the fitted maximal effect; on the % scale 0 is the no-effect control and ±100 the full control effect
Target sequence (Q27686 whole entry, looked up): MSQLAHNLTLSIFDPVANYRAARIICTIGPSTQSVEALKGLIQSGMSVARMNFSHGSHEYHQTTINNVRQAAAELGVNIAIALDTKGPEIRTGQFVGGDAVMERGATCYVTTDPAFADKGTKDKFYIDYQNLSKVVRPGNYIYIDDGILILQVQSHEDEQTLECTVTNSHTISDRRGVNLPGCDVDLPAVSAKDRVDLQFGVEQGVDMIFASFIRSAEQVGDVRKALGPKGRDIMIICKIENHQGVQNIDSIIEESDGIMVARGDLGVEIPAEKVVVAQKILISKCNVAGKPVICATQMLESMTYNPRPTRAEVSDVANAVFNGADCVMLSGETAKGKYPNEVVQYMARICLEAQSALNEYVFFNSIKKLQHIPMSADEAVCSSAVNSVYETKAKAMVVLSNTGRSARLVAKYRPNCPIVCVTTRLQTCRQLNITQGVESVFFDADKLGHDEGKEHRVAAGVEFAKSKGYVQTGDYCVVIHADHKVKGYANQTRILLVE
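Kinase-Glo luminescence read after 1 h RT reaction of 0.1 nM LmPK with 0.5 mM PEP and 0.1 mM ADP. Activity scaled between uninhibited and enzyme-free controls.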
Tb PYK inh: inhibitors of Trypanosoma brucei pyruvate kinase; TbPYK enzyme, Kinase-Glo Plus ATP luminescence, 45 min; Potency, µM (top dose mostly 76.8 µM), for the others: top-dose activity, negative = inhibition, usual class: inhibitors; AID 624173; actives 0.12% (n = 410,000); Q57TT1; further: potency means the concentration at half of the fitted maximal effect; on the % scale 0 is the no-effect control and ±100 the full control effect; nearly all actives have a fitted effect of over 50% in size
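Assay buffer: 50 mM TEA pH 7.2, 100 mM KCl, 10 mM MgCl2, 0.05% BSA, 0.01% Tween-20. Pyruvate kinase from T. brucei plus substrate met compound, then ADP (130 uM final). Luminescence was read post 45 min RT.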
Pf growth 96h: P. falciparum growth inhibition at 96 hour, primary screen for plastid delayed-death inhibitors; P. falciparum luciferase reporter growth, 96 h; actives 6.9% (n = 320,000); AID 504834; Potency, µM (highest dose often 28.7 µM), for the others: at the highest dose activity change, negative = inhibition, actives largely listed as inhibitors; further: potency means the concentration at half of the fitted maximal effect; on the % scale 0 is the no-effect control and ±100 the full control effect
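Compounds incubated with erythrocytes infected by luciferase-expressing P. falciparum (2% hematocrit, 0.05% parasitemia final) for 96 hours, 37 C in 5% CO2. Growth inhibition scored as decreased luciferase luminescence.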
Pf growth 48h: inhibits P. falciparum growth in the first generation, 48 h. P. falciparum luciferase growth in erythrocytes, 48 h. Potency, µM (top dose mostly 28.7 µM), for inactives: at the top dose activity change, negative = inhibition, actives largely listed as inhibitors. AID 504832. actives 5.9% (n = 310,000); further: potency means the concentration at half of the fitted maximal effect; on the % scale 0 is the no-effect control and ±100 the full control effect
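Cell-based growth assay: transgenic P. falciparum expressing firefly luciferase, cultured in red cells within RPMI 1640 containing 0.5% w/v Albumax, 24 mM bicarbonate and gentamycin. A drop in luciferase activity indicates inhibition.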
The depositor's hits bear a star; ? = inconclusive; . = not tested or not shown; + = active, no number; [ ] = another dose, or the depositor's remark. Unless noted, the call rests on the fitted dose curve; in most records, active means well fitted curve in the direction sought with a large enough effect; inconclusive means small, poorly fitted or top-dose-only effect, or another doubt; inactive means no such curve, though single readings can be large; an effect the other way counts as inactive or inconclusive.

SMILES,AmpC no deterg,Pf growth 96h,Pf growth 48h,CHX counter,Tb PYK inh,LmPK inh,Shiga inhibitor
Cc1cc(Br)ccc1NC(=O)CN(C)C(=O)CNC(=O)Cc1ccccc1,2%,-20%,-14%,.,-4%,.,.
Cc1ccc2[nH]c3c(c2c1)CN(C(C)C)CC3,-14%,-2%,10%,-4,4%,-2%,-4
O=C(CSc1nnc2n(C3CCCCC3)c(=O)c3ccccc3n12)OC1CCCCC1,-8%,3%[5.75 µM],.,-1,-3%,16%,-12
COc1cc2[nH]c(=S)n(Cc3ccccc3)c(=O)c2cc1OC,37%,-12%,?,-4,-6%,2%,-14
O=C(NNC(=O)C1CCC1)c1ccc(Br)cc1,-16%,23%,1%,.,1%,.,.
Cc1ccc(NC(=O)C(C)N2C(=O)c3ccccc3S2(=O)=O)cc1Cl (centres undefined),-33%,7%,3%,.,7%,.,.
COc1ccccc1NC(=S)N(CCN1CCOCC1)Cc1ccccc1F,5%,22%,0%,-2,-2%,3%,-6
Cc1ccccc1-c1nnn(Cc2ccc(-c3nn[nH]n3)cc2)n1,-6%[2.29 µM],?,24%,3,0%,5%,21
CC1CCN(C(=O)CNS(=O)(=O)c2ccc(Br)s2)CC1,2%,.,11%,29,-1%,1%,25
Cc1ccc(N(C)S(=O)(=O)c2ccc3c(c2)CC(C)N3C(=O)C2CC2)cc1 (centres undefined),14%,6%,?,8,6%,5%,-5
O=C(N/N=C/c1ccc[nH]1)c1cccc(Br)c1,-28%,13%,2%,31*,-3%,-1%,+
COCCSc1ccccc1C(=O)N1CCC(Cc2ccccc2)CC1,149%[activator],?,?,-4,2%,1%,-21
Cc1cc(C(F)F)n2nc(C(=O)Nc3c(F)cc(F)cc3Br)nc2n1,-8%,.,31%,-3,-7%,-12%,-6
O=C(NCc1ccccc1Cl)C1CCC(=O)N1Cc1ccc(F)cc1 (centres undefined),1%,14%,34%[activator],1,-1%,0%,-2
CC(C)(C)NC(=O)CSc1nc(N)c(NC(=O)c2ccccc2F)c(=O)[nH]1,-5%,?,15%,-3,0%,9%,-10
COC(=O)c1ccc(N=C2SCC(=O)N2C)cc1,-18%,23%,22%,-3,2%,-3%,.
CC(=O)N1CC(=O)N=C1SCC(=O)Nc1nc(C)c(-c2ccccc2)s1,6%,-25%,-79%,33*,2%,0%,37*
COc1ccc2[nH]c(=O)c(CN(C(=O)c3cccnc3)c3ccccc3)cc2c1,-41%,.,9%,-1,-2%,2%,-8
COc1ccc(C(=O)Nc2ccc(S(=O)(=O)Nc3nccnc3OC)cc2)cc1,-6%,?,.,-2,-10%,-1%,-16
Cc1cccc(NC(=O)COC(=O)Cc2cccc(C(F)(F)F)c2)c1C,-5%,-30%,7%,-9,1%,1%,-14
CCOC(=O)c1cnc(-n2nc(C)cc2C)[nH]c1=O,64%[activator],-18%,-13%,-2,1%,2%,-13
COc1cc(CN2CCN(Cc3ccc4cc(F)ccc4n3)CC2CCO)cc(OC)c1 (centres undefined),133%[activator],?,1%,0,2%,4%,-13
COc1cccc(OCC(=O)NNC(=O)C(=O)Nc2cccc(C)c2)c1,-47%,55%[activator],41%[activator],28*,5%,-1%,60
O=C(NCc1ccco1)c1cccnc1Cl,-12%,13%,12%,0,-3%,1%,-1
Oc1c(Br)cc(Br)cc1C=Nc1ccc2c(c1)OCO2,-42%,34%[activator],-7%,1,-7%,-1%,23
Cc1cccc(-n2ncc(C#N)c2-n2cccc2)c1,-16%,23%,7%,-2,14%,-1%,-5
COc1ccc2oc(C(=O)Nc3ccccn3)c(C)c2c1,-1%,0%,116%[activator],57*,-7%,-18%,66*
CCc1cc2c3c(c1)/C(=C1/SC(N)=NC1=O)C(=O)N3C(C)(C)C=C2C,-7%,?,?,5,.,0%,5
COc1cccc(NC(=S)NNC(=O)Cn2nc(C(F)(F)F)cc2C)c1,-30%,-4%,6%,-2,-19%,-1%,-125
O=C(Nc1nnc(SCc2ccccc2F)s1)c1ccco1,-14%,-16%,12%,-5,2%,1%,-7
CC(C)(C)c1ccc(/C=N/OCC(=O)NCc2ccccc2)cc1,13%,0%,-18%,-1,4%,2%,-8
Cc1c(C)n(Cc2ccc(F)cc2)c2ccc(C(=O)NCCCN3CCOCC3)cc12,193%[activator],33%,9.3µM*,-5,3%,1%,-4
Cc1cccc(N2CCN(C(=O)c3ccc(N4CCCC4=O)cc3)CC2)c1C,2%,.,?,-2,3%,0%,-15
O=[N+]([O-])c1ccccc1S(=O)(=O)N1CCN(C2CCN(Cc3ccccc3)CC2)CC1,-1%,-16%,-20%,-3,7%,-5%,-14
Oc1ccc2cccnc2c1,-13%,224%[activator],-16%,-2,-15%,-11%,-8
CC(Oc1ccc2c3c(c(=O)oc2c1)CCC3)C(=O)NCc1ccccn1 (centres undefined),1%,-10%,14%,9,-2%,3%,-6
OCCCCNCc1cc(Br)ccc1OCc1ccccc1F,8%,27%,?,0,3%,3%,-4
CCCn1c(O)c(N=N)c2ccccc21,-12%,14%,3%,0,-18%,0%,-16
CCc1nc(NC2CCCCC2)c(C#N)c2c1COC(C)(C)C2,-4%,6%,-76%,21,2%,1%,-16
CCOC(=O)c1ccc(NC(=S)N(CCCN2CCCCC2)Cc2ccco2)cc1,13%,2%,?,-3,-8%,-4%,-9
COC(=O)[C@H](CCSC)NC(=O)Nc1ccc(C(C)=O)cc1,-7%,-7%,25%,-3,-5%,6%,-2
NS(=O)(=O)c1ccc(CNC(=O)CSc2nc3ccc(Cl)cc3[nH]2)cc1,-28%,?,-10%,-1,0%,-8%,2
Cc1ccc(C)c(N2CCN(C(=O)C3CCN(S(=O)(=O)c4cccc5nsnc45)CC3)CC2)c1,63%[activator],50%[activator],?,-2,5%,-2%,-6
CC1C(=O)N(Cc2ccc(F)cc2)c2ccccc2N1C(=O)c1c(F)cccc1F (centres undefined),2%,12µM*,?,-3,3%,-3%,3
Cc1ccc(CSc2nnc(-c3ccccn3)n2N)cc1,-7%,19%,17%,23*,3%,0%,107*
Cc1ccccc1OCC1Cn2c(nc3c2c(=O)n(C)c(=O)n3C)O1 (centres undefined),3%,0%,9%,-3,2%,2%,-7
CCCS(=O)(=O)N1CCCC(C(=O)NC2CCCCC2)C1 (centres undefined),-1%,-12%,68%[activator],2,3%,1%,6
Cc1ccc(CONC(=O)/N=C/N(C)C)cc1,-8%,30%,32%[activator],-2,2%,1%,-6
C=C1C(=O)O[C@@H]2C[C@@H](C)[C@@H]3C4OC4C(=O)[C@@]3(C)[C@@H](O)[C@H]12 (some centres undefined),44%,3.3µM*,3.3µM*,-3,-6%,1%,-9
CCOC(=O)/C(=C/C=C1\Sc2cc(OCC)c(OCC)cc2N1CC)C(C)=O,-16%,-2%,7.4µM*,-2,-9%,1%,11
C[n+]1ccccc1/C=C/c1ccc2ncccc2c1,-25%,?,1.2µM*,27*,-4%,-2%,40*
COc1ccccc1C(=O)NN=C1CCN(Cc2ccccc2)CC1,-38%,-7%,-3%,1,0%,-2%,39
O=C(COC(=O)CCc1c[nH]c2ccccc12)Nc1ccccc1C(F)(F)F,-17%,31%[activator],-17%,.,-2%,.,.
CC(C)c1ccc(C(=O)Nc2ccc(CN3CCOCC3)cc2)cc1,50%,?,4%,23*,0%,3%,55*
Cc1ccc(CN2CC(C(=O)OCc3ccccc3Cl)CC2=O)cc1 (centres undefined),70%[activator],49%[activator],9%,.,2%,.,.
Cc1ccc(C(=O)NCC(c2ccco2)N2CCc3ccccc3C2)cc1C (centres undefined),-12%,-16%,?,.,-12%,.,.
COC(=O)c1cc(NC(=O)c2cccnc2)cc(C(=O)OC)c1,-2%,221%[activator],4%,0,-4%,1%,-7
CNC(=O)c1[nH]cnc1C(=O)Nc1ccccc1C,-13%,124%[activator],-1%,3,1%,2%,-1
CCOC(=O)c1[nH]c2ccccc2c1NC(=O)CN(C)C,-5%,10%,24%,-2,2%,3%,-13
CCN(CC(=O)Nc1c(F)cccc1F)C(=O)CNC(=O)C1CCCCC1,-1%,23%,-1%,.,1%,.,.

2 neighbouring entries out of the list so far:
SMILES,AmpC no deterg,Pf growth 96h,Pf growth 48h,CHX counter,Tb PYK inh,LmPK inh,Shiga inhibitor
CC(C)(C)c1ccc(/C=N/OCC(=O)NCc2ccccc2)cc1,13%,0%,-18%,-1,4%,2%,-8
Cc1c(C)n(Cc2ccc(F)cc2)c2ccc(C(=O)NCCCN3CCOCC3)cc12,193%[activator],33%,9.3µM*,-5,3%,1%,-4

New compounds follow:
SMILES,AmpC no deterg,Pf growth 96h,Pf growth 48h,CHX counter,Tb PYK inh,LmPK inh,Shiga inhibitor
COc1ccc(CN(C)C(=O)c2sccc2-c2ccccc2)c(OC)c1,-16%,?,?,2,-2%,-7%,-6
COc1ccc2nnc(-c3ccc(C(F)(F)F)cc3)n2n1,38%,?,-17%,-2,1%,0%,-5
CN(c1ccc(OCC(=O)NCCc2ccccc2)cc1)S(=O)(=O)c1ccc(Cl)cc1,-16%,?,8.3µM*,.,-8%,.,.
CC(=O)Nc1ccc(OCC(O)Cn2nc(C)c(C(C)=O)c2C)cc1 (centres undefined),-8%,.,-2%,-5,6%,1%,-1
C/C(=N\O)C(=O)NCC1CCNCC1,-14%,60%[activator],24%,10,-2%,0%,30
Cc1ccc(CN(C(=O)Cn2nnc3ccccc32)C(C(=O)NCc2ccco2)c2ccc(C)o2)cc1 (centres undefined),-1%,?,?,16*,5%,7%,42*
COc1ccc(C(=O)Nc2cccc3nc(C)ccc23)cc1OC,-5%,55%[activator],13%,10,-2%,4%,24*
CCOC(=O)Cn1c(N2CCCCCC2)nc2c1c(=O)[nH]c(=O)n2C,-19%,-10%,.,-2,-3%,-1%,-10
O=C(CN1C(=O)CCS(=O)(=O)c2ccccc21)NCc1ccc2c(c1)OCO2,-6%,-20%,-10%,1,5%,-1%,-7
Cc1c(CCC(=O)NCCCn2ccnc2)c(=O)oc2cc3occ(C(C)(C)C)c3cc12,147%[activator],?,?,-5,1%,9%,-6
O=C(Nc1ccccc1)C1C2CCCCC21 (centres undefined),-17%,60%[activator],15%,22*,-2%,4%,65*

Filtered by structure, the entries above containing a tert-butyl group
SMILES,AmpC no deterg,Pf growth 96h,Pf growth 48h,CHX counter,Tb PYK inh,LmPK inh,Shiga inhibitor
CC(C)(C)NC(=O)CSc1nc(N)c(NC(=O)c2ccccc2F)c(=O)[nH]1,-5%,?,15%,-3,0%,9%,-10
CC(C)(C)c1ccc(/C=N/OCC(=O)NCc2ccccc2)cc1,13%,0%,-18%,-1,4%,2%,-8
Cc1c(CCC(=O)NCCCn2ccnc2)c(=O)oc2cc3occ(C(C)(C)C)c3cc12,147%[activator],?,?,-5,1%,9%,-6

Screening results from PubChem BioAssay.
